# Screening results as filed in PubChem.
# dFosB activator = activators of mouse delta FosB homodimer | purified delta FosB, TAMRA-CDK5 oligo fluorescence polarization; percent of positive-control signal above neutral wells | hit rate 0.99% among 340,000 | activation, % at 25 µM;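 active = mean activation above about 17%, with every replicate also reaching it, limit read from the data, passing the limit was not always enough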;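 note: fluorescence polarization rise as delta FosB binds a TAMRA Cdk5 AP-1 oligo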
# Target sequence (P13346 whole entry, looked up): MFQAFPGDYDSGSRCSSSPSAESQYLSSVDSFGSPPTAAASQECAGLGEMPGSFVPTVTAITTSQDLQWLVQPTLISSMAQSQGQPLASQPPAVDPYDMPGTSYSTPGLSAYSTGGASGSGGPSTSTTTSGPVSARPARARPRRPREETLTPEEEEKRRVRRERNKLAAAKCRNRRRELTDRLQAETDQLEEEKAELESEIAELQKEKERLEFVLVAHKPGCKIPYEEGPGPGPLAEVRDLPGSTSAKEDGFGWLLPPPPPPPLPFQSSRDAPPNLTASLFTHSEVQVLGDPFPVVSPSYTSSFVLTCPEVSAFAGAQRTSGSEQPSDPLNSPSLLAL
# SR-BI DiI-HDL act = SR-BI HDL lipid transfer activation. CHO ldlA[mSR-BI] cells, DiI-HDL uptake fluorescence, 3 h; 100 = double the neutral-control signal. activation, % at 12.5 µM. hit rate 0.096% among 320,000;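 active = mean replicate activation of at least 60% and every replicate at or above 60%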;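 note: 0% = median plate neutral-control signal and 100% = twice that signal; values of inactives mirror those of a sister screen read the other way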
#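 Test system: SR-BI-overexpressing, LDLR-lacking CHO cells; Also added: labelled HDL, 10 µg/mL; Measured by: bottom-read cell fluorescence after medium removal, ex 550/em 595 nm; Timing: 3 h uptake period with compound, 37 °C; Buffer or medium: F12, 0.5% BSA, 25 mM HEPES; Doses: single compound concentration, delivered by pin transfer.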
# CDK5 inh = inhibitors of human CDK5/p35 kinase; Q00535+Q15078; Recombinant CDK5/p35, ADP-Glo luminescence, 60 min; inhibition, % at 10 µM; AID 488839; hit rate 0.01% among 330,000;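 active = highest replicate inhibition of at least 50% and at least 75% of replicates reaching 50%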;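 note: plate controls were DMSO neutral control for no effect and GW8510 at 10 µM for full effect; many of its hits are not listed in these tables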
# Target sequence (Q00535 whole entry, looked up): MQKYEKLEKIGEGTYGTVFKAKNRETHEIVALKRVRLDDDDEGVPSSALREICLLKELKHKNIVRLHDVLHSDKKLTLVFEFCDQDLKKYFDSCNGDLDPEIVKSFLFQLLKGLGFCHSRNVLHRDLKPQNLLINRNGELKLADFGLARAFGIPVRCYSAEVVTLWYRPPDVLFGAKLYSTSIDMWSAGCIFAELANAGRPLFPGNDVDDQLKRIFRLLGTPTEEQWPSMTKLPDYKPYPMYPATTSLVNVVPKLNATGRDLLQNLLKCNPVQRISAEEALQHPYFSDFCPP
# Target sequence (Q15078 whole entry, looked up): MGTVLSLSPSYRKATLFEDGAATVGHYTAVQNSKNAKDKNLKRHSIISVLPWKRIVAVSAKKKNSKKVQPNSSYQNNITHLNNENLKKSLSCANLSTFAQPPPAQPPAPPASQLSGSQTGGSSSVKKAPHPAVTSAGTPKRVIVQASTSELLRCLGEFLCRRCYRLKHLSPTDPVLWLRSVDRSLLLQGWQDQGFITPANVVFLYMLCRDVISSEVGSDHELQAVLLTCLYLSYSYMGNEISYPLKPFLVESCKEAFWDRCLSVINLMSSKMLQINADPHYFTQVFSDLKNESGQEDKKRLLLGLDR
# MITF act = MITF TRPM1 promoter activation in melanoma cells; SK-MEL-5 TRPM1-promoter luciferase, 24 h; % of positive control, neutral wells = 0; activation, % at 12.5 µM; hit rate 0.75% among 300,000;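 active = mean activation of at least 80% with every replicate also reaching 80%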;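 note: 0% = neutral control wells and 100% = parthenolide positive control wells; values of inactives mirror those of a sister screen read the other way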
# Mot1-301 SUMO = SUMOylation pathway inhibition by Mot1-301 growth rescue | S. cerevisiae Mot1-301 growth rescue, ATP luminescence, 38.5C; percent above DMSO median, 100 means doubled | growth rescue, % at 18.8 µM | hit rate 1% among 320,000 | AID 2716;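 active = every valid replicate shows activation above 250% relative to neutral control wells; inactive = the rest, any valid replicate at or below 250%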;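 note: OY570 slx delta 5 strain wells were the positive control but not used for scaling; some compounds called inactive have numbers as strong as hits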
# SR-BI DiI inh = mouse SR-BI HDL lipid transfer inhibition | Q61009 | ldlA[mSR-BI] CHO cells, DiI-HDL uptake fluorescence, 3 h | inhibition, % at 12.5 µM | hit rate 0.96% among 320,000;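 active = mean replicate inhibition of at least 70% and a set share of replicates each scoring 70 or more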;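 note: 0% = median of neutral control wells and 100% = median of positive control wells; values of inactives mirror those of a sister screen read the other way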
# DSG3 Ab inh = blocks pemphigus antibody binding to human desmoglein-3. binding (percent of control), % at 10 µM. P32926. hit rate 0.48% among 310,000. DSG3-coupled beads, scFv-anti-DSG3-GFP binding, flow cytometry; stronger effect = lower value;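 active = binding more than 3 SD below its plate's average and above zero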; note: some compounds called inactive have numbers as strong as hits
# PKA-R1A activ = PKA-R1A complex activation; hit rate 0.083% among 340,000; PKA-R1A dissociation, Cy5-IP20 fluorescence polarization; scaled: DMSO 0%, 113 µM cGMP 100%; P00514+P68181; activation, % at 11.4 µM; AID 504707;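 active = percent activation above the mean of all tested compounds plus 3 SD, cut at about 19% in these data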;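 note: higher means more PKAc released from R1A so a rise in polarization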
# NSD2 HMT inh = inhibitors of human histone methyltransferase NSD2; inhibition, % at 12.5 µM; O96028; NSD2 peptide methylation, AlphaScreen, 120 min; hit rate 0.54% among 310,000; AID 743445; in the data active = inhibition above about 50%
# PKA-R2B act = PKA-R2B complex activation; PKA-R2B holoenzyme dissociation, Cy5-IP20 fluorescence polarization; R2B truncated from residue 108, S112A mutant; 0% DMSO only, 100% 113 µM cGMP; hit rate 0.079% among 340,000; P22694+P31323; activation, % at 11.4 µM;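 active = activation above a cutoff set at the mean over all compounds plus 3 SD, cut at about 18% in these data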;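 note: higher means more holoenzyme dissociation and a rise in polarization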
# Arr AP2 block = blocks beta-arrestin peptide binding to AP2 adaptin. hit rate 0.31% among 340,000. inhibition, % at 10 µM. FITC-arrestin peptide / GST-AP2 beads, flow cytometry; AP2 beta2 appendage carries R879A mutation;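 active = inhibition above a set limit, near 3 SD of compounds lacking own fluorescence, cut at about 54% in these data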;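 note: plate controls were DMSO wells for no effect and 5 µM unlabelled arrestin peptide for full effect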
#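 System: GST-AP2 R879A glutathione beads. Medium: PBS with 0.05% Tween 20 and 0.1% BSA. Also added: FITC-arrestin peptide, 50 nM. Incubation: 12 min plus 1 h, RT. Measured by: high-throughput flow cytometry of beads, ex 488, em 535 nm. Evaluation: percent drop in bead-associated FITC signal.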
# Starred values were filed as active, the others as inactive; . = not tested or not shown. Not a hit list. Share with any hit: about 4.7%.
Structure	dFosB activator	SR-BI DiI-HDL act	CDK5 inh	MITF act	Mot1-301 SUMO	SR-BI DiI inh	DSG3 Ab inh	PKA-R1A activ	NSD2 HMT inh	PKA-R2B act	Arr AP2 block
Nc1nc(-c2ccccc2)c(-c2ccccc2)o1	-14	4	2.2	.	78	-4	100	-23	0	-1	14
CCOP(=O)(c1ccccc1)c1nc(-c2ccc(F)cc2)oc1N1CCCCC1 (configuration not stated)	-5	-46	-0.8	-3	-2	46	108	-8	1	-4	-7
CCCCC(=O)Nc1nc(-c2ccc(S(=O)(=O)N3CCOCC3)cc2)cs1	-5	-15	-1.8	-12	9	15	103	-10	-4	-13	-5
COCCCNc1nc2c(c(=O)[nH]c(=O)n2C)n1CC(O)COc1ccccc1 (configuration not stated)	-2	-3	-1.2	.	199	3	.	-2	0	2	23
COc1ccc2c(c1OC)C(=O)OC2N1C(=O)CC[C@H]1C(=O)NCC1CCCO1 (some centres not stated)	2	3	0.1	-4	19	-3	103	2	.	10	-1
COc1ccc(CC(=O)O/N=C(\N)Cc2cccc3ccccc23)cc1	4	35	-1.4	-11	3	-35	107	-3	4	-6	1
O=C(CNC(=O)c1ccccc1)OCC(=O)c1ccccc1Cl	6	21	-0.1	-9	16	-21	99	7	-1	-12	1
Cc1cc2c(cc1C)NC1=C(N2)OC(c2cccc(O)c2)C1=O (configuration not stated)	-3	0	0.9	-8	0	0	98	3	-1	5	31
Cc1cc(NC(=O)CSc2nnc(-c3ccc4c(c3)OCCO4)o2)no1	-3	12	0.2	-2	561	-12	95	0	-1	16	-1
O=C(COc1ccc([N+](=O)[O-])cc1)NCc1ccncc1	-3	11	2.1	5	0	-11	99	.	-4	.	16
COCCCNC(=O)CC1C(=O)N(Cc2ccccc2)C(C)c2nc3ccccc3n21 (configuration not stated)	-1	31	-1.8	10	-1	-31	100	-5	-3	1	8
COC(=O)c1cc(CSc2ncnc3sccc23)oc1C	-11	-7	0.3	11	440	7	102	11	9	-5	-10

# Brought forward from above: 2 entries, followed by the next part.
Structure	dFosB activator	SR-BI DiI-HDL act	CDK5 inh	MITF act	Mot1-301 SUMO	SR-BI DiI inh	DSG3 Ab inh	PKA-R1A activ	NSD2 HMT inh	PKA-R2B act	Arr AP2 block
COCCCNC(=O)CC1C(=O)N(Cc2ccccc2)C(C)c2nc3ccccc3n21 (configuration not stated)	-1	31	-1.8	10	-1	-31	100	-5	-3	1	8
COC(=O)c1cc(CSc2ncnc3sccc23)oc1C	-11	-7	0.3	11	440	7	102	11	9	-5	-10
CC(=O)C1=C(C)Nc2ncnn2C1c1ccc(Cl)cc1 (configuration not stated)	4	3	1.0	11	-16	-3	.	0	3	11	25
Cc1ccc(C)c(NC(=S)Nc2ccc(S(=O)(=O)Nc3ncccn3)cc2)c1	1	24	-0.5	-10	2	-24	113	6	0	1	-2
COc1ccc(-c2noc(C3CCCN(C(=O)c4ccccc4OC)C3)n2)cc1 (configuration not stated)	-6	5	1.6	4	-9	-5	104	-3	2	-10	42
CCOC(=O)CNC(=O)Cn1c(C)cc2ccccc2c1=O	-3	15	0.2	3	-3	-15	106	-4	-3	3	-1
O=S(=O)(c1ccc2c(c1)OCCO2)N1CCN(S(=O)(=O)c2ccco2)CC1	-6	5	0.7	8	-13	8	103	-21	.	2	11
CC(=O)N[C@@H](Cc1c[nH]c2ccccc12)C(=O)OCC(=O)Nc1ccc(Cl)c(S(=O)(=O)N(C)C)c1	-4	-23	3.0	-18	-15	23	106	-10	-2	0	20
CN(C(=O)c1ccno1)c1nnc(-c2ccccn2)s1	-9	-2	-0.8	28	157	2	83	4	-5	-1	0
c1ccc(-c2csc(N3CCSCC3)n2)cc1	-5	-4	0.5	58	24	4	96	-10	1	-7	11
Nc1ccc2c(c1)Oc1ccccc1C=C2	5	-3	0.1	-3	67	3	121	-7	-3	-9	18
CCOc1cccc2cc(C(=O)N3CCc4ccccc43)c(=O)oc12	-11	-10	0.2	19	21	10	115	-7	-2	4	6
Cc1cc(C)c2c(N)c(C(=O)NN3CC(=O)N(c4ccccc4)CC3=O)sc2n1	2	-10	1.0	2	3	10	113	-4	0	-3	3
CCOc1ccc(C(C(=O)NC2CCCCC2)N(CCOC)C(=O)c2snc(C(N)=O)c2N)cc1 (configuration not stated)	-6	19	-0.9	-6	-24	-19	102	0	1	-5	13

# (more compounds)
Structure	dFosB activator	SR-BI DiI-HDL act	CDK5 inh	MITF act	Mot1-301 SUMO	SR-BI DiI inh	DSG3 Ab inh	PKA-R1A activ	NSD2 HMT inh	PKA-R2B act	Arr AP2 block
COc1ccc([C@H]2CC(=O)C=C(c3ccc4c5c(cccc35)CC4)C2)cc1	-7	-29	-1.4	5	27	29	97	-14	.	-8	3
CCOC(=O)C1CCN(CC(=O)Nc2ccc(OC)c(Cl)c2)CC1	5	18	-1.4	-7	0	-18	101	1	-5	3	0
COc1cc(C(=O)Nc2cccc(NC(=O)c3ccccc3)c2)cc(OC)c1OC	-19	.	-1.6	20	-10	.	110	2	7	-6	0
Cc1ccc2[nH]c(C(=O)O)c(NC(=O)c3ccccc3[N+](=O)[O-])c2c1	2	5	.	-7	-9	-5	96	-12	-1	2	0
O=C(Nc1cccc(-c2cccc(Cl)c2)c1)C1CCN(CC2CCOC2)CC1 (configuration not stated)	-5	.	-0.2	12	194	48	119	2	0	-9	1
COCCCN1C(=O)C(=O)/C(=C(/O)c2ccc(OCC(C)C)cc2)C1c1cccnc1 (configuration not stated)	-5	5	-1.4	-10	-6	-5	108	-2	0	1	-3
COc1ccc(C(=O)CSc2nc3nc(C)cc(C)n3n2)cc1OC	-10	-5	0.0	-9	14	5	105	4	0	-13	-54
CCc1c(C)nc(SCC(=O)N2CCN(c3ccccc3)CC2)[nH]c1=O	-3	15	-2.5	15	-2	-15	89	-11	-3	1	-3
CC(=O)Nc1ccc(/C=N/Nc2ccc(C(=O)c3c(C)cc4ccccn34)cc2[N+](=O)[O-])cc1	-8	.	-0.8	-26	-33	.	94	7	.	-10	13
Cc1cccc(N2CCN(C(=O)c3cc(C)oc3C)CC2C)c1 (configuration not stated)	-4	-13	-2.2	-2	2	13	97	2	4	4	-3
COc1ccc(NC(=O)N2CCCC2)cc1OC	-1	23	0.0	-1	-2	-23	97	-1	-1	-12	15
Cc1onc(-c2ccccc2)c1C(=O)Nc1cccc(OC(C)C)c1	-11	-28	0.6	-3	-28	28	.	-5	-1	-4	-1

# (listing goes on)
Structure	dFosB activator	SR-BI DiI-HDL act	CDK5 inh	MITF act	Mot1-301 SUMO	SR-BI DiI inh	DSG3 Ab inh	PKA-R1A activ	NSD2 HMT inh	PKA-R2B act	Arr AP2 block
Cc1nc(N2CCN(C(=O)c3ccco3)CC2)c2c3c(sc2n1)CCC3	-1	-69	0.0	0	15	69	97	8	.	0	2
Cc1cc(Cl)ccc1N=C1N=C(N)c2ccccc21	-5	6	-3.0	6	-19	-6	99	4	3	-3	-9
O=C(c1cncc(Br)c1)N1CCN(c2ccc(N3CCOCC3)nn2)CC1	-1	22	0.1	-13	-6	-22	98	-14	.	-6	16
Cn1c(-c2nonc2N)nc2ccccc21	0	0	0.0	.	11	0	112	-3	4	7	-3
Cc1cc(C)c(C)c(S(=O)(=O)N2CCC(C(=O)Nc3ccc(S(=O)(=O)N4CCOCC4)cc3)CC2)c1C	-4	1	0.8	-16	0	-1	99	2	-5	-4	10
CC1CN(c2ccccn2)C(C)CN1C(=S)Nc1ccccc1 (configuration not stated)	-10	12	-0.3	12	.	-12	121	11	1	-2	19
CSc1ccccc1-c1nnc(-c2ccc(C)cc2)o1	-25	-35	-0.8	51	-23	35	111	-11	1	-4	6
CCOC(=O)C(C)NC(=O)Cn1ncc2c(=O)oc3ccc(C)cc3c21 (configuration not stated)	3	-31	-1.8	-1	3	31	88	-18	-1	-6	-2
CC(=O)c1cccc(NC(=O)C(C)N(C)CC(=O)Nc2ccc(Cl)cc2)c1 (configuration not stated)	-7	-19	0.3	-2	-2	19	104	-4	-2	-12	-2
CN(C)C(=O)c1cn(-c2ccccc2)nc1-c1cccc([N+](=O)[O-])c1	0	-65	2.6	7	-5	65	105	9	6	-2	38
COc1ccc(CC(=O)N2CCc3cc(OC)c(OC)cc3C2O)cc1OC (configuration not stated)	-5	3	1.4	2	2	-3	93	-17	13	-10	1
Cc1[nH]c2ccccc2c1C(=O)C(C)OC(=O)c1ccc(Cl)nc1 (configuration not stated)	-19	-18	0.4	-14	12	18	102	-3	9	4	-1

# Following part:
Structure	dFosB activator	SR-BI DiI-HDL act	CDK5 inh	MITF act	Mot1-301 SUMO	SR-BI DiI inh	DSG3 Ab inh	PKA-R1A activ	NSD2 HMT inh	PKA-R2B act	Arr AP2 block
CC(=O)c1ccc(N=Nc2ccc(N)cc2)cc1	-6	.	3.2	15	3	.	90	10	1	12	-2
CCOCCOC(=O)C1=C(C)NC2=C(C(=O)CC(c3cccs3)C2)C1c1ccsc1 (configuration not stated)	-1	-9	1.0	-12	-9	9	100	-22	0	4	1
COc1ccc(Cn2c(C)c(C)c(C#N)c2NC(=O)Nc2cccc(Cl)c2)cc1	12	-30	-5.6	2	3	30	101	-8	-1	0	-4
Cc1nc2c(s1)sc1ccccc12	-2	18	0.6	20	8	-18	96	-3	2	5	20
COc1ccc(C(=O)n2nc(C)cc2C)cc1OC	3	-15	-1.3	3	35	15	90	-2	-4	-11	27
Cc1ccc(C(=O)OC2CCCN(C)C2)cc1 (configuration not stated)	2	9	0.7	-13	4	-9	99	-7	0	-6	1
C=CCOC(=O)C1=C(C)NC(=O)NC1c1ccc2c(c1)OCO2 (configuration not stated)	1	7	0.1	.	11	-7	103	-3	-4	6	28
CCN1CCCC1CNC(=O)Cn1nc(C)n2c(cc3cc(C)ccc32)c1=O (configuration not stated)	-2	-32	0.6	-1	5	32	102	-4	13	0	-7
CC1(C)NC(=O)N(CC(=O)OCC(=O)NC(=O)c2ccccc2)C1=O	0	13	0.4	5	-6	-13	106	-7	.	-2	-6
Nc1cccc(-c2nc3ccc(C(=O)c4ccccc4)cc3[nH]2)c1	-24	-31	0.6	.	65	31	94	1	1	-3	26
CN([C@@H](C(=O)OC(C)(C)C)c1ccccc1)S(=O)(=O)c1cccc(S(=O)(=O)N(C)[C@@H](C(=O)OC(C)(C)C)c2ccccc2)c1	1	20	1.5	-10	-10	-20	93	0	.	-5	26
COc1ccc(CN2CCNC(=O)C2CC(=O)N(C)CCC2CCOCC2)c(OC)c1 (configuration not stated)	-7	17	-2.9	-5	7	-17	.	-2	5	-18	-5
